Screening data as filed in PubChem BioAssay.
PV pol inh – poliovirus RdRp elongation inhibitors, primary screen, biochemical, fluorescence polarization, total intensity. Genome polyprotein (Poliovirus type 1 (strain Mahoney)), P03300. poliovirus polymerase elongation; hits give low values. % elongation, % (compound at 16.7 µg/mL). actives 0.66% (n = 150,000); in the data active = % elongation below about 90%; note: some results filed as inactive read as strong as hits
Target sequence (P03300 1749-2209 limits assumed): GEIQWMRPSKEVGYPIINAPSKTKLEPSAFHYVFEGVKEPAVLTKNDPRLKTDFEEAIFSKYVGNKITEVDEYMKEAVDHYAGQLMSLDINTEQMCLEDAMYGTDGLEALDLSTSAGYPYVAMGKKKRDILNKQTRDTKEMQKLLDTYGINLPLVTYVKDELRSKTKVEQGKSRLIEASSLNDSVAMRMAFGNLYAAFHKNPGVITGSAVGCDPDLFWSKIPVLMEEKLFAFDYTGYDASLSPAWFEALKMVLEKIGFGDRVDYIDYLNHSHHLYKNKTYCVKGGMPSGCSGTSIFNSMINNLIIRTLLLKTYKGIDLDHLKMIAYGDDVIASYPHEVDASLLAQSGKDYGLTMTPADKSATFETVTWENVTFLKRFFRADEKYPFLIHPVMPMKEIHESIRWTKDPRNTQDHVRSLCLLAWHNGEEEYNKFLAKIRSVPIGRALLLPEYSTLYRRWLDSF
PV pol inh FP z-score – also measured in PV pol inh; calls as there; z-score; measured here: FP z-score; hits read low
* = called active by the depositor; & = joins results of further samples.

Results follow in this order: PV pol inh	PV pol inh FP z-score
- CCn1c(=O)c(C(=O)CSc2nnnn2Cc2cccs2)c(N)n(Cc2ccccc2)c1=O
 : 109	0.9
- Cc1[nH]c2ccc(C(=O)OCC(=O)NC3CC3)cc2c1C
 : 102	-0.3
- CC1CCC(NC(=O)C(C)n2ncn3cccc3c2=O)CC1 (configuration not stated)
 : 100	-1
- COc1ccccc1NC(=O)c1cccc(S(=O)(=O)N2CCCCCC2)c1
 : 103	-0.2
- CCCCCn1c(=O)[nH]c2cc(C(=O)NC(C)CC)ccc2c1=O (configuration not stated)
 : 107	0.6
- N#CCCn1cc(C(N)=O)c(-c2ccccc2)n1
 : 101	-0.2
- CCc1cc(=O)[nH]c(SC)n1
 : 105	1.1
- Cc1nc2ccc(C(=O)N3CCN(Cc4ccccc4)CC3)cc2[nH]1
 : 104	0.7
- Cc1cccc(NC(=O)C2c3ccccc3Oc3ccccc32)c1
 : 104	0.7
- O=C(O)CCNC(=O)c1ccco1
 : 99	-0.5
- CCOC(=O)c1c(C)oc2ncnc(N3CCN(c4ccccc4OC)CC3)c12
 : 101	-0.9
- CC1=C(C#N)C(C)(C)C(C#N)=C(C)N1
 : 99	0
- Cc1ccccc1CN1CCN(C(=O)c2ccco2)CC1
 : 102	0.1
- CC(C)(C)N1C(=O)c2ccc(-c3nc4ccccc4o3)cc2C1=O
 : 102	0.6
- O=C(CCn1c(=O)oc2ccccc21)N1CCN(Cc2ccc3c(c2)OCO3)CC1
 : 108	0.7

Next part:
Results follow in this order: PV pol inh	PV pol inh FP z-score
- CCCn1c(C)cc(C(=O)CSc2nnc(-c3cccc(S(=O)(=O)N(CC)CC)c3)o2)c1C
 : 103	0.2
- CN(C)c1ccc(C2(C)Oc3ccccc3C(=O)N2c2ccccc2)cc1 (configuration not stated)
 : 108	0.7
- Cc1c(Cl)cccc1NC(=O)CCn1nc(C)c2c(C)n(-c3ccccc3)nc2c1=O
 : 110	0.5
- CCCCc1c(C)nc2c(-c3ccc(Cl)cc3)c(C)[nH]n2c1=O
 : 102	-0.7
- Cc1ccc(CNCC(C)O)s1 (configuration not stated)
 : 104	0.9
- O=C(Cn1c(=O)n(Cc2ccco2)c(=O)c2sc3ccccc3c21)Nc1ccccc1C(F)(F)F
 : 107	1
- Sc1nc2c(Cl)c(Cl)c(Cl)cc2o1
 : 96	-0.9
- CC(C)(C)OC(=O)N1CCC(c2c(C(=O)NCCN3CCC(Cc4ccccc4)CC3)cnn2-c2ccc(F)cc2)CC1
 : 110	0.4
- CCCCN(C)S(=O)(=O)c1cc(-c2cc(C)no2)ccc1C
 : 96	-2.4
- O=C(Nc1ccccc1Cl)c1sc2cccc(Cl)c2c1Cl
 : 100	-0.5
- COc1ccccc1OCc1nc2ccccc2s1
 : 103	0.3
- CN(C(=O)Cn1c(=O)n(CCC(=O)NCc2ccc3c(c2)OCO3)c(=O)c2sccc21)c1ccccc1
 : 111	1.2
- O=C(Cn1c(=O)nc(-c2ccccc2)c2cc(Cl)ccc21)NCc1ccc(Cl)cc1
 : 106	0.1
- Cc1ccc(CCNC(=O)c2ccc3c(c2)N(Cc2ccccc2)C(=O)c2ccccc2S3=O)cc1 (configuration not stated)
 : 102	-0.4
- CS(=O)(=O)c1scc(-c2cccs2)c1C#N
 : 102	-0.6

Following part:
Results follow in this order: PV pol inh	PV pol inh FP z-score
- COc1ccc2cc([C@@H](C)C(=O)O)ccc2c1
 : 100	0
- N#C/C(C(=O)N1CCCC1)=c1/s/c(=C\c2ccccn2)c(=O)n1-c1ccccc1
 : 93	-1.3
- O=C1C=CC(=CN(O)c2ccccc2)C=C1
 : 99	-0.4
- O=P(O)(NC1CCCCC1)NC1CCCCC1
 : 108	0.6
- O=S(=O)(c1ccc(Nc2ccc(-c3ccccc3)nn2)cc1)N1CCCC1
 : 106	1.4
- Cc1ccc(-c2nc3c(c(SCC(=O)Nc4cccc(C(=O)O)c4)n2)Cc2cccc(C)c2O3)cc1
 : 100	-1.4
- CC(C)N1CSC(=S)N(C(C)C)C1
 : 64*	-6*
- CCCc1nn2c(=O)cc(COC(=O)c3ccccc3NC(=O)c3ccc(OCC)cc3)nc2s1
 : 110	0.8
- Cc1ccc(-c2nnc(Nc3ccc(Cl)cc3)c3ccccc23)cc1S(=O)(=O)NCC1CCCO1 (configuration not stated)
 : 110	1.3
- CCC1(C)CC(=O)NC(=O)C1
 : 99	-0.2
- COc1ccccc1Nc1nn2c(=O)c3ccccc3nc2s1
 : 99	-0.6
- O=C(Cn1c(=O)n(Cc2nc(-c3ccccc3)no2)c(=O)c2ccccc21)Nc1cccc(Cl)c1
 : 107	-0.2
- O=c1oc2ccccc2cc1-c1nc(-c2ccccc2)no1
 : 104	1.8
- COC(=O)C1C(=O)NC(SCc2ccccc2)=C(C#N)C1c1ccccc1 (configuration not stated)
 : 102	0.1
- CCOC(=O)c1nc(N2CCCC(C)C2)c2ccccc2n1 (configuration not stated)
 : 101	0.2

Looked up above.
`COc1ccc2cc([C@@H](C)C(=O)O)ccc2c1` in PV pol inh FP z-score shows 0
`O=c1oc2ccccc2cc1-c1nc(-c2ccccc2)no1` in PV pol inh FP z-score shows 1.8
`CCOC(=O)c1nc(N2CCCC(C)C2)c2ccccc2n1` (configuration not stated) in PV pol inh shows 101

Whole records, looked up by structure. Order of screens: PV pol inh | PV pol inh FP z-score
Record of CCOC(=O)c1nc(N2CCCC(C)C2)c2ccccc2n1 (configuration not stated) → 101 | 0.2
Record of O=C1C=CC(=CN(O)c2ccccc2)C=C1 → 99 | -0.4
Record of COc1ccc2cc([C@@H](C)C(=O)O)ccc2c1 → 100 | 0
Record of COc1ccccc1Nc1nn2c(=O)c3ccccc3nc2s1 → 99 | -0.6
Record of N#C/C(C(=O)N1CCCC1)=c1/s/c(=C\c2ccccn2)c(=O)n1-c1ccccc1 → 93 | -1.3

The list goes on:
Results follow in this order: PV pol inh	PV pol inh FP z-score
- Clc1cc(Cl)c(NN=C2CCCC2)c(Cl)c1
 : 101	0.1
- COCCNC(=O)c1cc(-c2ccccn2)nc2ccc(S(=O)(=O)N3CCC(C)CC3)cc12
 : 99	-0.6
- COc1ccc(NC(=O)COC(=O)c2ccc(-n3cnnn3)cc2)cc1Cl
 : 101	0.1
- Cc1nnc(SCc2nc3sc4c(c3c(=O)[nH]2)CCCC4)n(N)c1=O
 : 109	0.7
- COC(=O)/C(C#N)=C1\NC(C)=NC(SC)=C1C#N
 : 114	1.4
- CCCCCc1ccc(Nc2cn[nH]c(=O)c2Cl)cc1
 : 97	-0.4
- O=C(NCC1CCCCC1)c1ccc(Br)o1
 : 100	-0.8
- Clc1cccc(Cl)c1-c1cc(-c2ccccn2)on1
 : 103	-0.2
- O=S(=O)(NCCc1ccccc1)c1cccs1
 : 102	0.2
- O=C(Nc1ccc2c(c1)OCCO2)c1cccn(Cc2ccccc2)c1=O
 : 115	1.8
- Cc1cc(C)cc(OC(C)C(=O)Nc2nc3c(s2)CCCC3)c1 (configuration not stated)
 : 102	-0.1
- O=C1CC(C(=O)O)C(c2ccccc2)O1 (configuration not stated)
 : 103	0.4
- O=C(OCC1CCCO1)c1ccc2c(c1)N(Cc1cccc(F)c1)C(=O)c1ccccc1S2(=O)=O (configuration not stated)
 : 111	0.7
- COc1ccc(C(=O)Nc2ccc3c(c2)nc2n3CCN(Cc3ccccc3)C2)cc1
 : 103	0.8
- O=C(NCc1ccco1)c1ccc2c(c1)N(Cc1c(F)cccc1Cl)C(=O)c1ccccc1S2
 : 108	-0.2

Additional records.
Results follow in this order: PV pol inh	PV pol inh FP z-score
- CC(C)CCN(Cc1ccco1)S(=O)(=O)c1ccc(-c2cc(C(F)(F)F)no2)s1
 : 99	-1.5
- COc1ccc(CCN2C(=O)N(c3ccccc3)C(=O)C2CC(=O)Nc2ccccc2)cc1 (configuration not stated)
 : 110	0.6
- CC(C)=NOC(=O)c1cn(-c2ccccc2)nc1-c1cccs1
 : 103	0.1
- Cc1nn(-c2ccccc2)c(-n2cccc2)c1C(=O)NCc1ccccc1Cl
 : 106	-0.2
- Oc1ccc(C=NC2CCCCC2)cc1
 : 103	0.8
- Cc1ccc(NC(=O)Sc2ccc(Cl)cc2)cc1
 : 96	-0.4
- CCC(C)c1ccc(NC(=O)N(C)C)cc1 (configuration not stated)
 : 104	1.3
- CCCCn1c(=N)n(CCCOc2ccc(F)cc2)c2ccccc21
 : 102	-0.2
- OC(CNCC1CCCO1)COc1ccc(-c2ccccc2)cc1 (configuration not stated)
 : 103	0.3
- N#Cc1c(N=CN2CCCCC2)nc2c(c1-c1ccccc1)CCCC2
 : 102	-0.4
- Cc1ccc(Nc2oc(-c3ccc(C)cc3)nc2C#N)cc1
 : 100	-0.1
- Cn1c(CN2CCCCC2)nc2ccccc21
 : 108	2.7
- COc1ccc(S(=O)(=O)N2CCN(c3cccc(Cl)c3C)CC2)cc1OC
 : 101	-0.2
- O=C(NC(=S)Nc1ccc(O)c(-c2nc3ccccc3o2)c1)c1ccccc1
 : 100	-0.5
- O=C(O)c1ccccc1OCc1cn2ccccc2n1
 : 100	-0.3

(list continues)
Results follow in this order: PV pol inh	PV pol inh FP z-score
- Nc1nn2cc(-c3ccc(Cl)s3)nc2c2ccccc12
 : 104	0.6
- CC(=O)OC1CCCCC1C1=CCCCC1 (configuration not stated)
 : 103	0
- CCCN1C(=O)C2CC(C)=C(C)CC2C1=O (configuration not stated)
 : 98	-1.5
- CCCCN(CC)CCCNC(=O)Cn1ncc2c3ccccc3n(Cc3ccc(F)cc3)c2c1=O
 : 103	-0.6
- COc1cccc(NC(=O)C(Cc2ccccc2)NS(=O)(=O)c2ccc3c(c2)oc(=O)n3C)c1 (configuration not stated)
 : 102	-1.5
- CC(C)(C)c1ccc(C(=O)NC2=NCCS2)cc1
 : 103	1
- CC1CN(C(=O)COC(=O)COc2cc(Cl)c(Cl)cc2Cl)CC(C)O1 (configuration not stated)
 : 117	1.8
- OC1CSc2nc3ccccc3n21 (configuration not stated)
 : 99	0
- CCOc1ccccc1NC(=S)N(C1CCCCC1)C(C)c1ccco1 (configuration not stated)
 : 100	-0.2
- CCCN=C1CC(C)(C)CC(=O)/C1=C(\O)Cc1ccc(OCC)c(OCC)c1
 : 106	0.3
- O=C(CCCn1c(=O)c2ccccc2n(CC(=O)c2ccc(F)cc2)c1=O)NC1CCCC1
 : 103	0.6
- CCC1(C)NC(=O)NC1=O (configuration not stated)
 : 99	0
- COc1ccc(OC)c(NC(=O)C(C)n2nc(C)c3c(C)n(-c4ccccc4)nc3c2=O)c1 (configuration not stated)
 : 107	-0.3
- CCOC(=O)c1cc2c(=O)n3ccccc3nc2n(Cc2ccco2)c1=NC(=O)c1c(F)cccc1Cl
 : 105	0.2
- O=C1CCN(C(=O)CCCc2nc3ccccc3s2)CC1
 : 103	0.2

The results go on.
Results follow in this order: PV pol inh	PV pol inh FP z-score
- CCOc1ccc2c(c1)n(CO)c(=S)n2CO
 : 103	0.4
- CCC(CC)NC(=O)C(C)Nc1nc2ccccc2s1 (configuration not stated)
 : 104	0.2
- O=C(Nc1ccccc1C(=O)OCC(=O)N1CCCc2ccccc21)c1ccco1
 : 100	-0.1
- O=C(CNCCCN1CCOCC1)Nc1ccc(OC(F)(F)F)cc1
 : 104	0.7
- CCc1cccc(NC(=O)CN2CCCN(Cc3cccc(C)c3)S2(=O)=O)c1
 : 105	-0.2
- CCC(C)NS(=O)(=O)c1ccc(N)cc1 (configuration not stated)
 : 102	0
- O=C(O)Cn1c2ccccc2c2n[nH]c(=S)nc21
 : 101	-0.2
- CCc1ccc(-n2nc(CO)c(C(=O)NCc3cccs3)n2)cc1
 : 114	1.2
- O=C(Cc1ccccc1F)NCC1COc2ccccc2O1 (configuration not stated)
 : 103	0.1
- CC1CCc2cc(F)cc3c(=O)c(C(=O)O)cn1c23 (configuration not stated)
 : 100&100	0&0.1
- CC(C)CC(=O)N1CCC2(CC1)CC(=O)c1ccccc1O2
 : 101	-0.6
- CS(=O)(=O)Nc1cccc(C2=NN(C(=O)c3ccco3)C(c3ccccc3F)C2)c1 (configuration not stated)
 : 101	-0.3
- C[C@@]12N[C@@H](Cc3ccccc31)c1ccccc12
 : 102	0.3
- Cc1ccc(S(=O)(=O)c2n[nH]n3c2nc(=O)c2ccccc23)cc1
 : 100	-0.3
- CCOC(=O)c1ccccc1NC(=O)Cn1ccsc1=N
 : 101	-0.1

(cont.)
Results follow in this order: PV pol inh	PV pol inh FP z-score
- CCOc1nc2cccnc2n(CC(=O)Nc2ccccc2C(F)(F)F)c1=O
 : 102	0.7
- O=C(OCc1ccc(Cl)cc1Cl)c1ccc2ccccc2n1
 : 106	0.3
- CCN(Cc1ccccc1)C(=O)Cn1c(=O)oc2cc(S(=O)(=O)N3CCCCCC3)ccc21
 : 109	0.5
- Cc1cc(=O)[nH]c(SCC(=O)NCC2CCCCC2)c1C#N
 : 103	0
- COCCn1c(SCC(=O)NCc2ccccc2)nc2ccccc21
 : 110	1
- O=C(CNC1CC1)NCc1cccs1
 : 106	0.9
- COc1ccc(Cn2c(SCc3ccc(C(=O)NCc4ccccc4F)cc3)nc3cccnc32)cc1
 : 113	0.6
- CCCSc1nnc(CSc2ncccn2)n1-c1ccc(F)cc1
 : 104	0.4
- OCCN1CN(Cc2cccc(Cl)c2)Cn2c1nc1ccccc12
 : 111	1.1
- Cc1nn2c(-c3ccccc3)cc(-c3ccccc3)nc2c1-c1ccc(Cl)cc1
 : 112	0.2
- COc1ccc(-c2noc(CC(=O)N3CCCCCC3)n2)cc1
 : 105	0.5
- Cc1ccc(CN2CCCn3nc(C(=O)NCCc4cccc(C)c4)cc3C2=O)cc1
 : 105	-0.1
- Cc1cccc(N2CCN(C(=O)COCc3cc(-c4ccc5c(c4)OCO5)on3)CC2)c1C
 : 109	0.4
- O=C(COc1ncnc2ccccc12)NCCC1=CCCCC1
 : 102	0.4
- CCOC(=O)c1ccc(NC(=O)c2cc(C)nn2-c2ccccc2)cc1
 : 103	1.4

Next section.
Results follow in this order: PV pol inh	PV pol inh FP z-score
- c1cc(C23CC4CC(CC(C4)C2)C3)ccc1CN1CCOCC1
 : 99	-0.4
- O=C(Oc1ccc2c(c1)oc(=O)c1ccccc12)c1ccco1
 : 104	0.7
- Cc1ccc(NCc2cc3cc4c(cc3n(CC(=O)Nc3ccc(F)cc3F)c2=O)OCCO4)cc1
 : 102	-0.6
- C=CCn1c(CCn2c3ccccc3c3ccccc32)n[nH]c1=S
 : 100	-0.3

Only part of the results is shown; count on the stated rates, not on these rows.
